APP 5'UTR act: activates APP 5'UTR luciferase reporter | 1% of 190,000 active | activation, % at 2 µM | SH-SY5Y APP 5'UTR luciferase reporter, luminescence; zero percent = DMSO vehicle wells;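 active means activation above a set limit, based on mean plus 3 SD of controls, cut at about 140% in these data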; further: values of inactives mirror those of a sister screen read the other way
STAT1 act: STAT1 signaling activation; NIH 3T3 STAT1-luciferase reporter, IFN-gamma, luminescence; 100% = IFN-gamma alone, no compound; activation (% of control), % at 5.5 µM; 2.6% of 200,000 active; AID 932;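 active means activation above the screen-wide mean activation plus 3 SD, cut at about 130% in these data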;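 further: raw ratio to IFN-gamma control signal so 100% means no change and 0% no light; values of inactives mirror those of a sister screen read the other way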
NF-kB expr up: NF-kB expression increase, human neuronal cells | fold change at 12.5 µM | NF-kB reporter expression; active compounds read high | 1.6% of 190,000 active; in the data active means fold change above about 3.3
FLuc stim CS: firefly luciferase counter-screen for stimulation assays; P08659; ATPlite luciferase biochemical, luminescence, 10 min; 0 = ATP-free wells, 1 = DMSO control; activation factor at 10 µM; 200,000 tested, under 10 active; AID 1027;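 active means luciferase activation factor, scaled between plate controls, of at least 2 with compound at 10 µM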
Target sequence (P08659 whole entry, looked up): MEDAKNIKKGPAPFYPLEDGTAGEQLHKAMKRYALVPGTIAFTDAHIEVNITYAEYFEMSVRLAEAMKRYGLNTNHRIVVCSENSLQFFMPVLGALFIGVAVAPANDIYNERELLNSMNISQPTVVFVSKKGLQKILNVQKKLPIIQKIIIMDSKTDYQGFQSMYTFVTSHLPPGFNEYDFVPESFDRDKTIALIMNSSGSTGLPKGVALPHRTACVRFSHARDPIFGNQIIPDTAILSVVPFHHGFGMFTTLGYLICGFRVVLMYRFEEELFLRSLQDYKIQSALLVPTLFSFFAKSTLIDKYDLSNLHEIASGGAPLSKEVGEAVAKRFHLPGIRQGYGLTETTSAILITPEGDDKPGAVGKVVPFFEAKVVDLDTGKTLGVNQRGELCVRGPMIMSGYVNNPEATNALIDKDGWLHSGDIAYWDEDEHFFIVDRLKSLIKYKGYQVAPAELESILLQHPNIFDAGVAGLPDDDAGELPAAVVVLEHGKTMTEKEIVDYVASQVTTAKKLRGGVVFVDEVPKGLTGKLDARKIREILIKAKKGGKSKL
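System: cell-free luciferase reagent; medium: PBS as buffer for the ATP substrate; doses: test compounds dosed from 2 mM stocks in 100% DMSO; incubation: 10 min, room temperature; measured by: luminescence from luciferase reaction; read-out: luciferase activation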
Diaphorase inh: counter-screen for diaphorase-based assays: diaphorase inhibitors and chemical oxidizers. 0.69% of 190,000 active. diaphorase resazurin-to-resorufin fluorescence, NADH, 16 min; bacterial (C. kluyveri) enzyme, not human. inhibition, % at 20 µM;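 active means primary screen inhibition at 20 µM above a set limit, cut at about 50% in these data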;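 further: plate controls were DMSO with full reaction for no effect and wells lacking NADH for full effect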
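Test system: Clostridium kluyveri diaphorase enzyme / Quantity: diaphorase at 0.14 U/mL in enzyme working solution / Incubation: 16-min room-temperature incubation before reading / Benchmarks: NADH-free wells as positive control, DMSO-only neutral wells / Signal: resorufin fluorescence 544/590 nm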
FLuc inhib CS: Photinus pyralis luciferase inhibition counter-screen. 1.5% of 200,000 active. P08659. ATPLite firefly luciferase biochemical luminescence, 10 min. inhibition, % at 10 µM;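 active means inhibition above about 50% when tested at 10 µM, limit read from the data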
G6PDH CS: inhibits Leuconostoc G6PDH, flagging false hits in G6PDH-based assays. Purified L. mesenteroides G6PDH, diaphorase/resazurin coupled fluorescence, 45 min. inhibition, % at 5 µM. 0.12% of 200,000 active; in the data active means inhibition above about 50%
TLR4-MyD88 BLA: blocks binding of human TLR4 to MyD88 | 0.18% of 200,000 active | AID 861 | inhibition, % at 8.4 µM | HeLa CL3-4 TLR4/MyD88 BLA complementation, FRET ratio | O00206+Q99836; in the data active means inhibition above about 25%;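 further: 0% = vehicle and 100% = reference inhibitor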
APP 5UTR inh: APP translation inhibition | SH-SY5Y APP 5'UTR-luciferase reporter, luminescence | inhibition, % at 2 µM | 0.82% of 190,000 active;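 active means inhibition above a set limit, derived from the sample mean plus 3 SD, cut at about 45% in these data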; further: values of inactives mirror those of a sister screen read the other way
Diaph act CS: diaphorase activation or chemical reduction counter-screen. Diaphorase/resazurin coupled assay, resorufin fluorescence, 16 min; active compounds read high; 1 = vehicle wells, 0 = NADH-free wells. activation factor at 20 µM. 0.005% of 190,000 active. AID 1229;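 active means diaphorase activity raised at least twofold by the compound at 20 µM; inactive means activation factor below 2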
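Material: Purified diaphorase enzyme from Clostridium kluyveri | Buffer or medium: 50 mM HEPES pH 7.4 with 4.542 mM MgCl2, 0.005% Tween 20 | Times: 16 min enzyme reaction, ambient temperature | Signal: Red resorufin fluorescence at 544/590 nm excitation/emission | Measure: Increased resorufin signal from activators or reducing compounds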
The depositor's hits bear a star; nt = no result given; & = joins results of further samples.

structure	FLuc inhib CS	STAT1 act	TLR4-MyD88 BLA	FLuc stim CS	APP 5UTR inh	Diaph act CS	NF-kB expr up	Diaphorase inh	G6PDH CS	APP 5'UTR act
COc1ccc(Oc2ncnc3c2ncn3Cc2ccccc2)cc1	-1	102	-7	1	-26	0.8	1.1	19	2	26
COc1ccc(-c2nc3ccccc3c(=O)n2CCOc2c(C)cccc2C)cc1	-6	99	-9	1.1	3	0.9	1	8	11	-3
Cn1c(Cn2nnc3ccccc32)nnc1SCC(=O)c1ccccc1F	-2	105	8	1	-24	1.2	1.1	-15	7	24
CCOC(=O)Cn1nnc(-c2cccc(OC)c2)n1	17	110	-13	0.8	-8	0.9	1.1	13	-1	8
CCN(CC)C(=O)C12CC3CC(CC(Br)(C3)C1)C2	-6	98	8	1.1	-4	1	1.2	-3	6	4
CCO[C@@H]1OC(C(=O)N2CCCCCCC2)=C[C@H](c2ccc(C(F)(F)F)cc2)[C@H]1CCCO	-13	97	2	1.1	-6	0.7	0.93	29	16	6
CCS(=O)(=O)c1nc(S(=O)(=O)c2ccc(C)cc2)c(NCc2ccccn2)s1	-5	103	0	1.1	-3	1	1.2	2	2	3
O=[N+]([O-])c1ccccc1S(=O)(=O)N1CCCCC1	-8	91	-13	1.1	-7	1	1.1	1	-14	7
CCOc1cc(C(=O)CCC(=O)OCC(=O)N2c3ccccc3NC(=O)C2(C)C)ccc1O	2	93	-7	1	-5	1.1	1	-6	4	5
CCOc1ccc(NC(=O)c2csc3c2CCCC3)cc1	34	171*	5	0.7	-127	1	3.9*	3	8	127
COc1ccccc1C1c2c(oc3ccc(Cl)cc3c2=O)C(=O)N1c1cc(C)on1 (centres undefined)	nt	97	11	nt	14	nt	nt	nt	nt	-14
Cc1c(NC(=O)CN2c3ccccc3CC2C)c(=O)n(-c2ccccc2)n1C (centres undefined)	0	115	-2	1	-12	0.9	0.92	7	2	12
COC(=O)c1cn(NC(=O)c2ccccc2[N+](=O)[O-])c(=O)c2ccccc12	-2	91	-1	1	5	0.9	1	8	5	-5
Cc1cc(NC(=O)c2ccc(N3C(=O)C4C5C=CC(C5)C4C3=O)cc2)no1 (centres undefined)	-2	93	-2	1	-12	0.8	1.2	17	5	12
CCCCN1C(=O)NC(NC(=O)c2ccco2)(C(F)(F)F)C1=O (centres undefined)	-1	99	-1	1	-1	0.9	0.96	13	-2	1
COc1cc(C(=O)O)c2ccccc2n1	-5	104	3	1	0	1	1	4	15	0
O=C(NC1CCCCC1NC(=O)c1ccco1)c1ccco1 (centres undefined)	-2	99	3	1	-11	0.9	1.1	10	-14	11
CC(C)NC(=S)N/N=C1\CCCCc2ccccc21	-2	100	-6	1	-3	0.9	0.96	12	2	3
CC[C@@H](C)[C@@H](C(=O)N1CCN(C(=O)OC(C)(C)C)CC1)n1cc(CCCN=C(NC(=O)OC(C)(C)C)NC(=O)OC(C)(C)C)nn1	7	102	0	0.9	0	0.9	0.62	9	-1	0
CCCCN(CCCC)S(=O)(=O)c1ccc2[nH]c(=O)[nH]c2c1	-6	100	-3	1.1	nt	0.8	1.4	20	-6	nt
CCOC(=O)c1[nH]ncc1CN1CCCC(C(=O)c2ccc(OC)cc2C)C1 (centres undefined)	-3	105	-9	1	-4	1	1	4	9	4
CCOC(=O)c1cn(CC#N)c2cc(F)c(F)cc2c1=O	-5	107	0	1	-15	0.9	0.96	7	-3	15
CC1(C)OC(=O)N(CC(=O)Nc2ccccc2)C1(C)O (centres undefined)	-1	102	2	1	6	1	1.1	2	12	-6
CN(C(=O)CS(=O)(=O)c1cn(CC(=O)N2CCOCC2)c2ccccc12)c1ccccc1	-6	105	-5	1.1	-22	0.8	1.4	15	2	22
Cc1cccc(-n2c(C)cc(/C=N/NC(=O)c3cccc([N+](=O)[O-])c3C)c2C)c1	-6	105	9	1.1	17	0.9	1.1	15	-1	-17
Cc1ccc(C(=O)NC(=S)Nc2cc(C(F)(F)F)ccc2Cl)cc1	3	100	-4	1	-7	1	0.98	-1	20	7
O=C(N/N=C/c1ccccc1OC(F)F)c1cc(-c2ccncc2)nc2ccccc12	-4	102	9	1	19	0.9	1.1	6	2	-19
COc1ccc(N=Cc2nc(-c3ccccc3)oc2OC(=O)c2ccccc2)cc1	4	132*	0	1	-102	0.9	2	7	6	102
COc1ccc(CCNC(=O)C(=O)N/N=C/c2cccs2)cc1OC	1	103	-6	1	-6	nt	0.93	nt	11	6
Cc1ccc2cc(C)c(N3CCC(C)CC3)nc2c1	4	108	6	1	-22	1	1.1	3	12	23

Four entries drawn at random from those above:
structure	FLuc inhib CS	STAT1 act	TLR4-MyD88 BLA	FLuc stim CS	APP 5UTR inh	Diaph act CS	NF-kB expr up	Diaphorase inh	G6PDH CS	APP 5'UTR act
COc1ccc(N=Cc2nc(-c3ccccc3)oc2OC(=O)c2ccccc2)cc1	4	132*	0	1	-102	0.9	2	7	6	102
CC[C@@H](C)[C@@H](C(=O)N1CCN(C(=O)OC(C)(C)C)CC1)n1cc(CCCN=C(NC(=O)OC(C)(C)C)NC(=O)OC(C)(C)C)nn1	7	102	0	0.9	0	0.9	0.62	9	-1	0
CC1(C)OC(=O)N(CC(=O)Nc2ccccc2)C1(C)O (centres undefined)	-1	102	2	1	6	1	1.1	2	12	-6
CCOC(=O)c1[nH]ncc1CN1CCCC(C(=O)c2ccc(OC)cc2C)C1 (centres undefined)	-3	105	-9	1	-4	1	1	4	9	4

(listing goes on)
structure	FLuc inhib CS	STAT1 act	TLR4-MyD88 BLA	FLuc stim CS	APP 5UTR inh	Diaph act CS	NF-kB expr up	Diaphorase inh	G6PDH CS	APP 5'UTR act
O=C(CSc1n[nH]c(-c2ccccc2O)n1)N1CCCc2ccccc21	-4	102	-2	1	-16	0.8	0.91	21	8	16
COc1cccc(CNCCN2CCOCC2)c1OC	-6	95	3	1.1	nt	1	1	-1	1	nt
O=C(CCC(=O)N1CCN(S(=O)(=O)c2ccccc2)CC1)c1cccs1	-3	96	-5	1	18	0.9	1	11	10	-18
CCOC(=O)c1[nH]c2ccccc2c1NC(=O)NC1CCCCC1	-3	102	-7	1	22	0.8	1.1	17	3	-22
Cn1c(=O)c2ncn(CC(=O)Nc3cc(C(F)(F)F)ccc3N3CCOCC3)c2n(C)c1=O	-2	104	5	1	-8	1.1	1.1	-8	15	8
COc1ccc(CCN2C(=O)CC(NNC(=O)c3ccccc3Br)C2=O)cc1 (centres undefined)	-5	102	-10	1	6	1	1.1	5	16	-5
O=C(NNC(=O)C1CCCCC1)c1ccco1	-5	110	3	1.1	-32	1	1.4	-1	3	32
Cc1cc2oc(=O)cc(Cn3nnc(-c4ccc(Cl)cc4)n3)c2cc1C(C)C	-6	105	7	1.1	3	0.9	0.84	7	4	-3
O=C(COC(=O)CNC(=O)C1CCCCC1)Nc1ccc2ccccc2c1	-1	109	2	1	4	0.9	1.1	14	6	-4
COc1ccc(C2=[N+](C)CCn3cccc32)c(OC)c1	-4	82	-18	1	2	0.9	0.75	10	0	-2
COc1ccc(CN(C)CC(=O)NC2CCCc3ccccc32)cc1OC (centres undefined)	-5	92	19	1	-8	1	0.92	-1	3	7
O=c1c2ccccc2n2cnnc2n1-c1ccccc1	-8	99	7	1.1	2	0.8	1	18	2	-2
O=C(COC(=O)c1c2ccccc2cc2ccccc12)NCC(F)(F)F	-7	90	-10	1.1	8	0.9	1	12	-2	-8
CC1(C)CC(=O)C2=C(C1)NC(=O)NC2c1ccccc1 (centres undefined)	-3	95	-12	1	-10	1	1.1	2	0	10
Nc1cc(F)ccc1N1CCCCCC1	2	93	-6	1	2	0.9	1	12	7	-2
CCCc1nnc(SCC(=O)N2CCCC(C)C2)n1CC1CCCO1 (centres undefined)	-3	101	-26	1	-2	0.9	1	7	3	2
CCOC(=O)NC(=O)CSc1ccc2ccccc2n1	0	105	6	1	-3	1	0.98	-4	1	3
Cc1nc(SCC(=O)c2c[nH]c3ccccc23)n[nH]1	-5	97	5	1.1	-14	0.9	1.2	12	-14	14
Cc1cc(Nc2ccc(F)cc2C)n2ncnc2n1	-9	99	-3	1.1	1	0.9	1.1	11	3	-1
COc1cccc(N(CC(=O)Nc2cccc(F)c2)S(C)(=O)=O)c1	-8	102	3	1.1	11	0.9	1	8	12	-11
CCOC(=O)c1c(OCCO)nn(-c2ccccc2)c1N	-1	101	1	1	11	1	1	3	5	-11
NC1=NCc2ccccc21	-7	103	0	1.1	-6	1	1.2	1	-1	6
Cc1cccc(C)c1OCC(=O)Nn1c(=O)[nH]c2ccccc2c1=O	2	106	4	1	-16	1.1	1	-6	-2	16
COc1cc(OC)c(N(C)S(=O)(=O)c2cccc(C(=O)OCc3c(C)noc3C)c2)cc1Cl	-7	90	-6	1.1	11	0.8	0.84	20	-2	-11
O=c1cc(-c2ccccc2)[nH]c2ccc(F)cc12	9	107	-1	0.9	92*	0.9	2.8	8	-5	-92
S=C(NCC1CCCO1)N1CCN(Cc2ccccc2)CC1 (centres undefined)	-1	94	-8	1	-13	0.7	1	25	14	13
c1ccc(-c2nccc(-c3ccc(-n4cnc5ccccc54)cc3)n2)nc1	-6	100	-13	1.1	-15	1.1	0.45	-11	16	15
CCOC(=O)c1c(C2CC2)csc1NC(C)=O	-2	102	-7	1	12	0.9	0.91	13	9	-12
CCN(Cc1ccccc1)C(=O)CSc1nc(C)cc2c1C(=O)OC2	-6	99	15	1.1	-1	0.9	1.1	9	-5	1
O=C1C2CC=CCC2C(=O)N1Cc1nnc(-c2ccc(Cl)cc2)o1 (centres undefined)	10	119	-5	0.9	-36	0.8	0.96	16	0	36
CCCCOc1ccc(C2CC(=O)NC2=O)cc1 (centres undefined)	1	98	13	1	-14	1	1.3	-2	7	14
COc1ccc(C(=O)NCc2ccc(C)cc2)cc1S(=O)(=O)N1CCCc2ccccc21	-12	102	-4	1.1	-1	0.9	0.81	12	3	1
Fc1ccc(-c2nnc3ccc(N4CCCC4)nn23)cc1	-4	111	6	1	-25	0.8	1.4	22	-35	25
CCSCc1nnc(SCC(=O)Nc2cccc(C(C)=O)c2)n1C	1	90	4	1	-16	1	1.4	4	2	16
Cc1cc(N/N=C/c2ccccc2F)c2ccccc2n1	-8	107	6	1.1	-7	1	1.1	-2	3	7
COc1ccc(NC(=O)c2ccc(CN3CCN(c4ccccc4)CC3)cc2)cc1	-1	87	-6	1	-4	1.1	0.94	-5	1	3
O=C(N/N=C/c1cc(Br)ccc1O)c1cccc(N2CCCC2=O)c1	26	97	-7	0.7	34	0.9	1.7	6	-9	-34
CCn1nc(CC(=O)Nc2ccc(-n3cnnn3)c(C)c2)c2ccccc2c1=O	-12	103	4	1.1	8	1	1.1	4	3	-9
O=C(O)c1cc2cc(F)ccc2[nH]1	-1	102	3	1	-1&-17	1	1.1	4	-1	1&17
COc1cc(C(=O)NNC(=O)c2ccc(NC(=O)C(C)(C)C)cc2)cc(OC)c1OC	-4	107	0	1	-2	nt	1.3	nt	14	2

Bioassay records from PubChem BioAssay.
